Screening data from PubChem BioAssay.
U2OS ROS induce – ROS inducers in U2OS cancer cells, primary screen, cell-based, H2DCF-DA fluorescence; AID 624156, 2012; 46,000 tested, 2% active; U2OS ROS induction; ROS induction (% of piperlongumine), % at 10 µM; in the data active = ROS induction above about 79%, passing the limit was not always enough; inconclusive = no clear call, values can overlap the other calls;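 also: 0% = DMSO vehicle median and 100% = reference compound median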
* = called active by the depositor; ? = inconclusive. An excerpt; count on the stated rates, not on these rows.

Molecule	U2OS ROS induce
C[C@H](CO)N1C[C@H](C)[C@H](CN(C)C(=O)NC2CCCCC2)Oc2ccc(NC(=O)Cc3ccccc3)cc2CC1=O	-1.5
C[C@@H]1CCCCO[C@@H](CN(C)C(=O)c2ccccc2)[C@@H](C)CN([C@H](C)CO)C(=O)c2cc(NS(C)(=O)=O)ccc2O1	4.1
CC1CCN(S(=O)(=O)c2ccc(NC(=O)/C=C/c3ccccc3)cc2)CC1	7.1
COc1ccc(S(=O)(=O)Nc2cccc3c2O[C@@H](CN(C)S(=O)(=O)c2cccs2)[C@H](C)CN([C@@H](C)CO)C3=O)cc1	-6.2
CC(C)NC(=O)Nc1ccc2c(c1)C(=O)N([C@@H](C)CO)C[C@H](C)[C@@H](CN(C)Cc1ccc(Cl)c(Cl)c1)O2	13.8
CC1(C)CC(=O)C2=C(C1)Nc1[nH]c(=S)[nH]c(=O)c1C2c1cccs1 (stereo not drawn)	-1.8
Cn1c(SCC(=O)NN)nnc1-c1ccccc1	-7.2
O=C(CN1C(=O)C2C3C=CC(C4CC34)C2C1=O)Oc1ccccc1C(=O)Oc1ccccc1 (stereo not drawn)	2.8

Looked up one by one from the entries so far, two records:
Molecule	U2OS ROS induce
CC1CCN(S(=O)(=O)c2ccc(NC(=O)/C=C/c3ccccc3)cc2)CC1	7.1
C[C@H](CO)N1C[C@H](C)[C@H](CN(C)C(=O)NC2CCCCC2)Oc2ccc(NC(=O)Cc3ccccc3)cc2CC1=O	-1.5

Molecules shown so far that contain sulfur:
Molecule	U2OS ROS induce
C[C@@H]1CCCCO[C@@H](CN(C)C(=O)c2ccccc2)[C@@H](C)CN([C@H](C)CO)C(=O)c2cc(NS(C)(=O)=O)ccc2O1	4.1
CC1CCN(S(=O)(=O)c2ccc(NC(=O)/C=C/c3ccccc3)cc2)CC1	7.1
COc1ccc(S(=O)(=O)Nc2cccc3c2O[C@@H](CN(C)S(=O)(=O)c2cccs2)[C@H](C)CN([C@@H](C)CO)C3=O)cc1	-6.2
CC1(C)CC(=O)C2=C(C1)Nc1[nH]c(=S)[nH]c(=O)c1C2c1cccs1 (stereo not drawn)	-1.8
Cn1c(SCC(=O)NN)nnc1-c1ccccc1	-7.2

Following part.
Molecule	U2OS ROS induce
CC(C)NC(=O)N(C)C[C@@H]1Oc2ccc(NC(=O)Nc3ccc(C(F)(F)F)cc3)cc2CC(=O)N([C@@H](C)CO)C[C@@H]1C	2.8
CNC[C@@H]1Oc2c(N)cccc2C(=O)N([C@@H](C)CO)C[C@@H]1C	-9.9
C[C@@H]1CN([C@H](C)CO)C(=O)c2cccc(NS(=O)(=O)c3cn(C)cn3)c2O[C@H]1CN(C)CC1CCCCC1	-1.1
COc1ccc(CC(=O)NN2C(=O)CSCC2=O)cc1OC	23.9
COc1ccc(CN(C)C[C@@H]2OCc3cn(nn3)CCCC(=O)N([C@@H](C)CO)C[C@H]2C)cc1	-1.6
COC(=O)CNS(=O)(=O)c1ccc(I)cc1	5.3
C[C@H](CO)N1C[C@H](C)[C@H](CN(C)Cc2ccc3c(c2)OCO3)Oc2ccc(NC(=O)C3CC3)cc2C1=O	-10.6
C[C@H](CO)N1C[C@H](C)[C@H](CN(C)S(=O)(=O)c2ccc(Cl)cc2)Oc2c(NC(=O)C3CCCCC3)cccc2C1=O	-6.8
C[C@@H]1CN([C@@H](C)CO)C(=O)c2cc(N(C)C)ccc2O[C@@H]1CN(C)S(=O)(=O)c1cccs1	-0.7
O=C(CSc1nnc2sc3ccccc3n12)Nc1c(Cl)cccc1Cl	-34.8
O=C(NO)c1cccc(C(=O)N/N=C/c2ccc(N3CCCC3)cc2)c1	-20.3
COc1cccc(-c2nnc(SCC(N)=O)n2-c2ccc(Cl)cc2)c1	8.7
C[C@@H]1CN([C@H](C)CO)C(=O)Cc2cc(NC(=O)c3ccncc3)ccc2O[C@H]1CN(C)S(C)(=O)=O	16.7
Cc1ccc(S(=O)(=O)N(C)C[C@@H]2Oc3ccc(NC(=O)Nc4ccc(F)cc4)cc3C(=O)N([C@@H](C)CO)C[C@H]2C)cc1	6.5
O=c1nc(NCc2ccco2)sc2ncccc12	-4.4
C[C@@H]1CN([C@H](C)CO)C(=O)c2cc(NC(=O)C3CCCCC3)ccc2O[C@H]1CN(C)C(=O)Nc1cccc2ccccc12	0.8
Nc1nnc(SCC(=O)Nc2ccccc2N2CCOCC2)s1	-4.8
CC(C)(C)Sc1nc2ccccc2[nH]c1=S	6.8
Cc1cccc(N=Cc2c(O)n(-c3ccccc3)c(=O)c3ccccc23)c1	14.5
C[C@@H]1CN([C@H](C)CO)C(=O)c2cc(NS(=O)(=O)c3cn(C)cn3)ccc2O[C@H]1CN(C)S(=O)(=O)c1ccccc1	-10.4
O=C(Cn1nnc2sc3c(c2c1=O)CCCC3)NCc1ccco1	26.7
Cc1ccc(S(=O)(=O)N(C)C[C@@H]2Oc3c(NC(=O)NC(C)C)cccc3C(=O)N([C@H](C)CO)C[C@H]2C)cc1	-9.5
Cc1cc(C)n2nc(SCC(=O)c3ccc4c5c(cccc35)CC4)nc2n1	24.0
O=C(O)CCCCCCC(=O)N/N=C/c1ccncc1Br	2.3
C[C@@H]1CN([C@H](C)CO)C(=O)Cc2cc(NC(=O)CCN3CCOCC3)ccc2O[C@H]1CN(C)Cc1ccc(-c2ccccc2)cc1	-1.5
COc1ccc(S(=O)(=O)N(C)C[C@H]2Oc3c(NC(=O)c4cc(C)nn4C)cccc3C(=O)N([C@H](C)CO)C[C@H]2C)cc1	-0.9
Cc1ccc(S(=O)(=O)Nc2ccc3c(c2)C(=O)N([C@H](C)CO)C[C@@H](C)[C@@H](CN(C)C(=O)NC(C)C)O3)cc1	-8.3
CC(C)NC(=O)N(C)C[C@@H]1Oc2c(NC(=O)Nc3ccc(F)cc3)cccc2C(=O)N([C@H](C)CO)C[C@@H]1C	-3.3
Cc1ccc(NC(=O)CCN2C(=O)c3ccccc3S2(=O)=O)cc1Cl	-5.3
Cc1noc(C)c1S(=O)(=O)Nc1ccc2c(c1)C(=O)N([C@H](C)CO)C[C@@H](C)[C@H](CN(C)Cc1ccc3c(c1)OCO3)O2	5.1
CC(C)NC(=O)Nc1cccc2c1O[C@@H](CN(C)S(=O)(=O)c1cccs1)[C@@H](C)CN([C@H](C)CO)C2=O	-3.8
O=C(CSc1nnc2ccccn12)Nc1c(Cl)cc(Cl)cc1Cl	-6.6
COc1ccc(CN(C)C[C@H]2Oc3ccc(NC(=O)Cc4cn(C)c5ccccc45)cc3CC(=O)N([C@@H](C)CO)C[C@@H]2C)cc1	15.8
O=C(NC1CCS(=O)(=O)C1)c1ccc(S(=O)(=O)NCC2CCCO2)cc1 (stereo not drawn)	-20.1
Cc1noc(C)c1NC(=O)N(C)C[C@@H]1Oc2ccc(NC(=O)Nc3ccc(C(F)(F)F)cc3)cc2C(=O)N([C@H](C)CO)C[C@@H]1C	-6.1
COc1ccc(S(=O)(=O)N(C)C[C@H]2Oc3ccc(NC(=O)Cn4cnnn4)cc3C(=O)N([C@H](C)CO)C[C@H]2C)cc1	-12.5
O=C(CN1C(=O)COc2ccccc21)NCc1ccccn1	36.2
COc1ccc(CN(C)C[C@H]2Oc3c(NS(=O)(=O)c4ccc(C)cc4)cccc3C(=O)N([C@@H](C)CO)C[C@@H]2C)cc1	12.2
COc1c(C(O)CC(C)C)ccc2c1C(=O)OCc1cc(C)cc(O)c1O2 (stereo not drawn)	-5.8
C[C@@H]1CN([C@@H](C)CO)C(=O)Cc2cc(NC(=O)CCC(F)(F)F)ccc2O[C@@H]1CN(C)CC1CC1	-2.9
C[C@H]1CN([C@@H](C)CO)C(=O)Cc2cc(NC(=O)Nc3ccc4c(c3)OCO4)ccc2O[C@H]1CN(C)Cc1ccc2c(c1)OCO2	0.9
Cc1cc(I)ccc1NC(=O)CN(c1cccc(C(F)(F)F)c1)S(C)(=O)=O	-0.9
O=S(=O)(NC[C@@H]1CCCN(Cc2ccc(OCCO)cc2)C1)c1cccc2cccnc12	29.3
Cc1oc2cc(O)ccc2c(=O)c1Oc1ccc(Cl)cc1	-0.3
COc1ccc(S(=O)(=O)N(C)C[C@@H]2Oc3c(NC(=O)c4ccncc4)cccc3C(=O)N([C@@H](C)CO)C[C@H]2C)cc1	-2.0
O=C(O)CCc1nn2c3ccccc3nc2n(-c2ccccc2)c1=O	2.7
Cc1ccc2nc(C(F)(F)F)cc(N3CCN(/C=C(/C#N)S(=O)(=O)c4ccccn4)CC3)c2c1	92.7*
COc1ccc(NC(=O)Nc2ccc3c(c2)C(=O)N([C@H](C)CO)C[C@@H](C)[C@@H](CN(C)C(=O)Nc2ccccc2)O3)cc1	-5.6

(further entries)
Structure	U2OS ROS induce
C[C@@H]1CN([C@@H](C)CO)C(=O)c2cc(NS(=O)(=O)c3cccs3)ccc2O[C@H]1CN(C)C(=O)Nc1ccc2c(c1)OCO2	7.5
N#Cc1c(NC(=O)COc2ccc(C(=O)NC3CCCCC3)cc2)sc2c1CCC2	-0.5
COc1cc2c(cc1OC)C1CN3CCc4cc(OC)c(OC)cc4C3CN1CC2 (stereo not drawn)	8.3
CC1(C)CC[C@]2(C(=O)O[C@@H]3O[C@H](CO)[C@@H](O)[C@H](O)[C@H]3O)CC[C@]3(C)C(=CCC4[C@@]5(C)C[C@@H](O)[C@H](O)[C@@](C)(CO)C5CC[C@]43C)C2[C@@H]1O (stereo partly drawn)	-9.1
Cc1ccc(S(=O)(=O)N(C)C[C@@H]2Oc3ccc(NC(=O)Nc4c(C)noc4C)cc3C(=O)N([C@@H](C)CO)C[C@@H]2C)cc1	-12.0
O=C(Cc1ccc(CC(=O)c2ccccc2)cc1)c1ccccc1	-1.2
O=C1N(CCS(=O)(=O)c2ccccc2)Cc2ccccc2C[C@@]12COC(c1ccc(OCCCO)cc1)=N2	?
C[C@@H]1CN([C@@H](C)CO)C(=O)c2cccc(N(C)C)c2O[C@H]1CN(C)Cc1ccc(C(=O)O)cc1	-9.2
COc1ccc(S(=O)(=O)N(C)C[C@@H]2Oc3ncc(C#Cc4ccccc4)cc3C(=O)N([C@H](C)CO)C[C@@H]2C)cc1	6.4
C[C@@H]1CN([C@H](C)CO)C(=O)c2cc(NC(=O)Nc3ccc(F)cc3)ccc2O[C@@H]1CN(C)C(=O)Nc1ccc(C(F)(F)F)cc1	35.3
COc1ccc(/C=C(/NC(=O)c2ccccc2)C(=O)N2CC3(C)CC2CC(C)(C)C3)cc1 (stereo not drawn)	1.8
Cc1nn(CCCC(=O)O)c(=O)c2c1sc1ccccc12	7.7
CCOC(=O)c1ccccc1NC(=O)Cn1c(-c2cccs2)noc1=O	-13.5
O=C1C=CC(O)(/C=C/C(=O)OC[C@H]2O[C@@H](Oc3ccc(O)cc3)[C@H](O)[C@@H](OC(=O)/C=C/C3(O)C=CC(=O)C=C3)[C@@H]2O)C=C1	127.4*
C[C@H](CO)N1C[C@H](C)[C@H](CN(C)CC2CC2)Oc2ccc(NS(=O)(=O)c3ccccc3)cc2CC1=O	-2.9
COc1ccc(NC(=O)CN(c2cccc(Cl)c2)S(C)(=O)=O)cc1	-1.4
FC(F)(F)c1cc(-c2ccc3ccccc3c2)nn1C(=S)N1CCOCC1	-1.8
CCOC(=O)C1=C(C)N2CCN=C2S1	-11.0
COCCCNC(=O)[C@]1(CCS(=O)(=O)c2ccccc2)N=C(c2ccc(OCCCO)cc2)O[C@@H]1c1ccccc1	17.4
COc1ccc(NC(=O)N(C)C[C@@H]2Oc3ccc(NS(=O)(=O)c4cccs4)cc3C(=O)N([C@H](C)CO)C[C@H]2C)cc1	11.5
O=C(O)c1ccccc1C(=O)NCCc1ccccc1	-11.3
COc1ccc(CN(C)C[C@@H]2Oc3ccc(NC(=O)C4CC4)cc3CC(=O)N([C@H](C)CO)C[C@H]2C)cc1	2.3
CC(C)NC(=O)N(C)C[C@H]1Oc2c(NC(=O)Nc3ccc4c(c3)OCO4)cccc2C(=O)N([C@@H](C)CO)C[C@@H]1C	-4.2
CC(C)(C)c1ccc(/C=C/C(=O)NCCCn2ccnc2)cc1	-8.7
O=C(CSc1nc2ccccc2o1)Nc1ccccn1	6.2
C[C@@H]1CN([C@H](C)CO)C(=O)c2cccc(NC(=O)C3CCOCC3)c2O[C@@H]1CN(C)Cc1ccccc1	-7.6
CC(C)NC(=O)Nc1ccc2c(c1)C(=O)N([C@@H](C)CO)C[C@H](C)[C@H](CN(C)C(=O)Nc1ccc(F)cc1)O2	0.3
CC(C)C(OC(=O)c1ccccc1)c1nccc2ccccc12 (stereo not drawn)	18.4
Cc1ccc(C)c(NC(=S)NC2CC(C)CC(C)(C)C2)c1 (stereo not drawn)	67.6
CN(Cc1ccccc1)C(=O)Cn1nc(-c2ccc(Cl)cc2)ccc1=O	-10.9
C[C@H](CO)N1C[C@H](C)[C@H](CN(C)Cc2ccc(Oc3ccccc3)cc2)Oc2ccc(NC(=O)Nc3ccc(C(F)(F)F)cc3)cc2CC1=O	18.0
Cc1nc2c(o1)N(c1ccccc1)C(N)=C(C#N)C2c1ccc(OC(C)C)cc1 (stereo not drawn)	-4.1
C[C@@H]1CN([C@H](C)CO)C(=O)c2cccc(NS(=O)(=O)c3ccc(Cl)cc3)c2O[C@H]1CN(C)S(=O)(=O)c1ccccc1	-6.3
COc1ccc(S(=O)(=O)N(C)C[C@H]2Oc3ccc(NS(C)(=O)=O)cc3CC(=O)N([C@H](C)CO)C[C@H]2C)cc1	9.9
O=c1oc2cc(O)ccc2cc1-c1nc2ccccc2s1	149.1*
C[C@H](CO)N1C[C@H](C)[C@H](CN(C)S(=O)(=O)c2ccc(Cl)cc2)Oc2ccc(NC(=O)NC3CCCCC3)cc2CC1=O	-4.2
